# WRN helicase inh – inhibitors of human WRN helicase | Q14191 | WRN helicase unwinding, fluorescent forked duplex, kinetic | Potency, µM (top dose mostly 114 µM), for inactives: top-dose activity change, negative = inhibition, hits mostly inhibitors | 360,000 tested, 0.46% active | AID 651768; note: potency is the fitted concentration of half-maximal effect; % is set by controls: 0 for no effect and ±100 for the full control effect; nearly all actives have a fitted effect of over 55% in size
# Target sequence (Q14191 whole entry, looked up): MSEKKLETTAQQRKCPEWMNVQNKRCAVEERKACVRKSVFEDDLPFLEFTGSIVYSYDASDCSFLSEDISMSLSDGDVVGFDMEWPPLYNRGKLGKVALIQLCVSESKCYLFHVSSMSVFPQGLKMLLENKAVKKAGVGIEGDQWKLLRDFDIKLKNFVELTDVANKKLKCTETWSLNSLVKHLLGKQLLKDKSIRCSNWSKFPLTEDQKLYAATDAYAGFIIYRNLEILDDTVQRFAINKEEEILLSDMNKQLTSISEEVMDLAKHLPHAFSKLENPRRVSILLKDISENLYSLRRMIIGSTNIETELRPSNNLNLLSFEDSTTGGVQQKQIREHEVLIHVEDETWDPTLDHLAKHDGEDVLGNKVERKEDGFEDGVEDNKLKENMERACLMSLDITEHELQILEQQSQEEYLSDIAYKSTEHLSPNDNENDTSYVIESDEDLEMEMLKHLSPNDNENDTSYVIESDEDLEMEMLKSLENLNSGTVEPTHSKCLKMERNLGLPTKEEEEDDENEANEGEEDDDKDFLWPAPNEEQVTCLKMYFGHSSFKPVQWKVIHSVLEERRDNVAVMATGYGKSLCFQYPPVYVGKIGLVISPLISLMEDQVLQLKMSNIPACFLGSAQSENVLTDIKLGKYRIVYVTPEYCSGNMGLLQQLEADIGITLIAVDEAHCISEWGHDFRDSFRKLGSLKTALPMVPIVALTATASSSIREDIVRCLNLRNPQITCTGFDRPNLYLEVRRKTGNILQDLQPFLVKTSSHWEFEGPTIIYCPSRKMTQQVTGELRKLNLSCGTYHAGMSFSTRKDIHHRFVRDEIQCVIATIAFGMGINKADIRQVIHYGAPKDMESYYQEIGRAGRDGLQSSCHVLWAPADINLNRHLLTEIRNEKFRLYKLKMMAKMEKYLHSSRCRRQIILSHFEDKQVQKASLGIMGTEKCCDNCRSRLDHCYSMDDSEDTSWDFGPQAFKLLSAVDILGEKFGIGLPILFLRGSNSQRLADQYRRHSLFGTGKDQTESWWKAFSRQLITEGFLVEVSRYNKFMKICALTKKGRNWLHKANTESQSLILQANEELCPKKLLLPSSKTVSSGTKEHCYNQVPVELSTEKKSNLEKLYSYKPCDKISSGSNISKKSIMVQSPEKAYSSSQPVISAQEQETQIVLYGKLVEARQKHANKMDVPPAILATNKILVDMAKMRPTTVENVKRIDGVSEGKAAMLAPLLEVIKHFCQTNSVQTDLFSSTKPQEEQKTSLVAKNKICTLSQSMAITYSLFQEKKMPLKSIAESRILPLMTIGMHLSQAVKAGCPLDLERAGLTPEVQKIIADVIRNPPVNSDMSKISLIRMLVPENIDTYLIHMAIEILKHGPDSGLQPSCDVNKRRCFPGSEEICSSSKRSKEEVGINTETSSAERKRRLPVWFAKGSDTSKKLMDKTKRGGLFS
#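 Primary qHTS, 1536-well format. 20 nM WRN + compound, 15 min RT; start with 100 nM forked fluorophore/quencher duplex, 2 mM ATP (final); kinetic read ex 525/em 598 nm.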
# HT1080 IDH1KD tx – HT-1080 IDH1 knockdown cell toxicity (counter line); HT-1080 IDH1 knockdown viability, ATP luminescence, 48 h; AID 686971; 360,000 tested, 2% active; Potency, µM (doses to about 46.1 µM), without a hit: top-dose activity, negative = toxicity, usual class: cytotoxic;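 note: potency is the fitted concentration of half-maximal effect; 0% = DMSO wells and -100% = cell-free medium wells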
#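 % activity derives from luminescence (CellTiter-Glo), normalised to DMSO and no-cell wells. HT-1080-IDH1KD cells, 750/well, had 48 h compound exposure at 37 °C.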
# SW480 rerep – DNA re-replication induction in SW480 cells | Potency, µM (series often up to 46.1 µM), for inactives: at the highest dose re-replication activation, hits mostly activators | 340,000 tested, 1.8% active | SW480 DNA re-replication, Hoechst DNA content imaging, 48 h; note: potency is the fitted concentration of half-maximal effect; % of control where 0% means no effect; nearly all actives have a fitted effect of over 55% in size
#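 250 cells/well; 23 nL cpd via pin tool; 48 hr, 37 C, 5% CO2; Hoechst 40 min; imager read of total nuclear intensity, ex 405/em 500-530 nm.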
# MCF10A rereplic – inducers of DNA re-replication in MCF 10A breast cells; Potency, µM (highest dose often 46.1 µM), for the others: top-dose activity, positive = re-replication, usual class: activators; 350,000 tested, 2.9% active; MCF 10A DNA re-replication, Hoechst nuclear intensity, 48 h; note: potency is the fitted concentration of half-maximal effect; % of control where 0% means no effect; nearly all actives have a fitted effect of over 50% in size
# HT1080-NT tox – kills 2HG-producing HT-1080-NT fibrosarcoma cells; HT-1080-NT fibrosarcoma viability, CellTiter-Glo ATP luminescence, 48 h; Potency, µM (highest dose often 46.1 µM), for inactives: at the highest dose activity, negative = less viability, actives largely listed as cytotoxic; 360,000 tested, 1.6% active; AID 686970;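 note: NT is the 2HG producing partner of a matched IDH1 knockdown line; potency is the fitted concentration of half-maximal effect; 0% = DMSO-treated cells and -100% = media-only wells without cells; nearly all actives have a fitted effect of over 55% in size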
#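 HT-1080-NT; 750 cells/well; 5% FBS RPMI; 48 h compound, 37 degrees C; CellTiter-Glo luminescence; curve fitting and curve-class assignment.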
# KB-V1 MDR tox – KB-V1 MDR subline cytotoxicity; KB-V1 MDR cells viability, CellTiter-Glo, 72 h; Potency, µM (top dose mostly 46.1 µM), without a hit: top-dose activity change, negative = cytotoxicity, most hits filed as cytotoxic; 400,000 tested, 3.4% active; note: potency is the fitted concentration of half-maximal effect; % is set by controls: 0 for no effect and ±100 for the full control effect; nearly all actives have a fitted effect of over 60% in size
#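 qHTS viability screen in drug-selected KB-V1 MDR cells: 72 h compound treatment at 37 degrees C, ATP luminescence end point.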
# ATXN2 expr inh – inhibitors of ATXN2 expression. HEK-293 ATXN2-luciferase reporter, luminescence, 24 h. Potency, µM (titrated, usually from 57 µM), for inactives: at the top dose activity change, negative = inhibition, most hits filed as inhibitors. 360,000 tested, 0.72% active. AID 1745845; note: potency is the fitted concentration of half-maximal effect; % is set by controls: 0 for no effect and ±100 for the full control effect; nearly all actives have a fitted effect of over 55% in size
#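 ATXN2-luciferase reporter cells (luciferase flanked by upstream and downstream ATXN2 gene portions) were treated 24 h at 37 °C with compounds at up to 57 uM. SteadyGlo luminescence gave expression; GF-AFC fluorescence gave viability.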
# IL-1B inflam inh – inhibitors of inflammasome signaling (IL-1 beta secretion); THP-1 LPS/ATP IL-1B secretion, AlphaLISA, 16 h; hits give low values; activity change, % at 57.5 µM; 360,000 tested, 4.7% active; AID 743279; in the data active = activity change below about -50%; inconclusive = mostly about -30% to -49%; note: % is set by controls: 0 for no effect and ±100 for the full control effect
#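 THP-1 cells pretreated 1 hr with compounds (up to 57.5 uM final), then stimulated with LPS (250 ng/mL final) plus ATP (1.25 mM final); secreted IL-1B measured by AlphaLISA after 16 hr, decreased signal indicating inhibition.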
# KB-3-1 tox – KB-3-1 parental cell cytotoxicity | KB-3-1 viability, CellTiter-Glo ATP luminescence, 72 h | Potency, µM (doses to about 46.1 µM), without a hit: top-dose activity change, negative = cytotoxic, hits mostly cytotoxic | 400,000 tested, 1.4% active; note: potency is the fitted concentration of half-maximal effect; % is set by controls: 0 for no effect and ±100 for the full control effect; nearly all actives have a fitted effect of over 60% in size
#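 Cells are dispensed, compounds pinned in, plates held at 37 °C for 72 h, then CellTiter-Glo is added and luminescence read after 10 minutes. Cell line: parental KB-3-1 in phenol-red-free DMEM, 10% FBS.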
# Active calls of the source: *; ? = inconclusive; nt = no result given; [ ] = remark or other dose. Unless noted, calls come from the whole dose curve; as a rule, active = well fitted curve in the direction sought with a large enough effect; inconclusive = small, poorly fitted or top-dose-only effect, or another doubt; inactive = no such curve, though single readings can be large; an effect the other way counts as inactive or inconclusive.
SMILES,WRN helicase inh,HT1080 IDH1KD tx,SW480 rerep,MCF10A rereplic,HT1080-NT tox,KB-V1 MDR tox,ATXN2 expr inh,IL-1B inflam inh,KB-3-1 tox
Cc1ccc(S(=O)(=O)N2C[C@@H]3CCCC[C@@H]3[C@@H](C)[C@H]2c2cn(Cc3ccccc3)c3ncccc23)cc1,-8%,-1%,25%[9.22 µM],?,-2%,?,?,-1,?
COc1ccc(NC(=O)c2ccccc2F)cc1Cl,2%,-7%,-2%,-2%,4%,1%,36%[activator],-14,-7%
S=C(NCc1ccccc1)NCc1ccc(CNC(=S)NCc2ccccc2)cc1,6%,-3%,-2%,-2%,-8%,15%,0%,19,17%
Cc1cc(C(=O)OCC(=O)Nc2cccc(S(=O)(=O)N3CCOCC3)c2)c(C)o1,0%,12%,?,?,-4%,-11%,?,-4,15%
O=C(Cc1csc(Nc2nc(=S)[nH]c3ccccc23)n1)NCCCN1CCN(c2cccc(Cl)c2)CC1,-11%,21µM*,?,15µM*,?,?,nt,0,-13%
COc1cc(NC(=O)C2C3C=CC(C3)C2C(=O)O)c(OC)cc1Cl (stereo unspecified),-6%,9%,-5%,3%,5%,4%,-5%,24,4%
CC1(C(=O)NS(=O)(=O)Cc2ccccc2)CCN1C(=O)Cc1ccc(-c2ccccc2)cc1 (stereo unspecified),-5%,1%,nt,nt,1%,-6%,-3%,38,0%
COC1OC(COCc2ccccc2)C(N)C(OCc2ccccc2)C1OCc1ccccc1 (stereo unspecified),-5%,?,12%,8%,-21%,-6%,-13%,?,-11%
O=C(COC(=O)c1ccc([N+](=O)[O-])o1)NCc1ccccc1,-20%,-4%,1%,2%,-1%,-1%,-7%,-12,-19%
Cc1ccccc1-n1c(=O)c2c(n3cnnc13)-c1ccccc1CC21CCCCC1,2%,0%[9.24 µM],0%,8%,-15%,?,-17%,-6,-6%
Cc1ccc(S(=O)(=O)N2CCOCC2)cc1NC(=O)c1ccncc1,11%,-4%,nt,nt,0%,0%,nt,7,2%
CCOC(=O)N1CCN(S(=O)(=O)c2cc(C)c(C)cc2C)CC1,-7%,-13%,-3%,?,-2%,0%,-2%,-4,-7%
Cc1nc2ccccc2c(=O)n1NC(=O)c1cccc([N+](=O)[O-])c1,-6%,5%,-3%,-4%,-3%,-3%,-1%,33,3%
CCOc1ccccc1NC1=C(Cl)C(=O)N(c2ccccc2)C1=O,-25%,1%,-1%,1%,3%,21%,14%,-24,6%
CCOC(=O)N1CCC(N(C(=O)Nc2cccc(OC)c2)C(C)CC)CC1 (stereo unspecified),-13%,-1%,-4%,-10%,-27%,18µM*,-5%,16,-18%
CCCn1c(=S)[nH]c2ccccc2c1=O,-9%,4%,4%,9%,-3%,0%,-30%,-17,-3%
Cc1cc(C)c(C#N)c(SCCS(=O)(=O)c2ccc(Cl)cc2)n1,-9%,-23%,9%,2%,-17%,-25%,-27%,-76*,1%
CCN(CC)CCNC(=O)CCN1N=C(c2ccccc2)CCC1=O,-8%,-5%,1%,-1%,-1%,13%,-13%,-11,0%
O=C(O)Cc1ccc(S(=O)(=O)Nc2ccccc2C(=O)O)cc1,0%,13%,-14%,1%,0%,15%,6%,5,17%
CO/N=C/CC(=O)c1cnc(-c2ccc(Cl)cc2)s1,0%,-3%,-102%[inhibitor],5%,2%,14%,32%,11,7%
Cc1ccc(S(=O)(=O)N2CCN(C(=O)c3cc(S(=O)(=O)N(C)C)ccc3N3CCCC3)CC2)c(C)c1,-7%,-6%,?,9%,0%,?,6%,-1,-24%
COc1ccc(-c2csc(NC(=O)Cc3ccccc3F)n2)c(OC)c1,-21%,-22%,?,27%,-15%,-12%,5%,-60*,-2%
CCS(=O)(=O)N1Cc2ccccc2CC1C(=O)N(C)CC(=O)Nc1cccc(F)c1 (stereo unspecified),13%,3%,-5%,2%,0%,-28%,29%,-7,-3%
CC(=O)Nc1ccc(NC(=O)C2Cc3c(-c4cccc(F)c4)ccnc3O2)cc1 (stereo unspecified),-7%,-3%,nt,nt,-4%,3%,9%,0,0%
O=C(/C=C/c1cccc([N+](=O)[O-])c1)NC(=S)Nc1ccc(CN2CCOCC2)cc1,6%,0%,?,12%,5%,-31%,6%,-94*,-19%
CN(Cc1ccccc1)C(=O)c1ccc([N+](=O)[O-])o1,1%,1%,6.5µM*,16µM*,-10%,?,nt,?,1%
CCOc1ccc(NC(=O)c2ccc(NC(=O)CN3C(=O)C(=O)N(CC(C)C)C3=O)cc2)cc1,8%,0%,0%,-1%,-5%,0%,6%,8,-11%
COc1ccc(S(=O)(=O)N(Cc2cccnc2)Cc2cc3ccccc3[nH]c2=O)cc1,0%,5%,?,-6%,-2%,-2%,-8%,-25,-15%
CC(Oc1ccccc1)C(=O)N=C1SC2CS(=O)(=O)CC2N1c1ccccc1 (stereo unspecified),0%,-1%,-3%,5%,-1%,0%,nt,-4,5%
COc1ccc2cc(C(=O)C3CCCN(C(=O)c4sc(C)nc4C)C3)ccc2c1 (stereo unspecified),6%,0%,-9%,-16%,-2%,-18%,nt,25,-17%
Cc1csc(=O)n1CC(=O)Nc1ccc(Cl)c(Cl)c1,-1%,-2%,-8%,6%,-4%,-2%,-4%,-24,-2%
Cc1ccccc1Nc1nc(N)nc(COC(=O)/C=C/c2ccco2)n1,5%,-1%,2%,0%,-2%,-7%,nt,13,-1%
COn1c(SCc2cccnc2)nc2ccccc2c1=O,1%,-11%,-6%,4%,-15%,?,12%,12,-10%
CCn1nc(C(=O)N2CCc3ccccc3C2)c2ccccc2c1=O,4%,5%,-2%,1%,2%,-7%,3%,59,6%
CCc1c(O)nc(SCC(=O)Nc2ccccc2)n(-c2ccccc2C)c1=O,-8%,-4%,nt,nt,2%,2%,nt,29,4%
Cc1cccc(OCC(=O)NC(Cc2ccccc2)C(=O)O)c1 (stereo unspecified),7%,-1%,-3%,0%,1%,0%,-10%,18,7%

# Ordered by value in IL-1B inflam inh (highest first): 3 from the list above.
compound	IL-1B inflam inh
O=C(Cc1csc(Nc2nc(=S)[nH]c3ccccc23)n1)NCCCN1CCN(c2cccc(Cl)c2)CC1	0
CCOC(=O)N1CCN(S(=O)(=O)c2cc(C)c(C)cc2C)CC1	-4
O=C(COC(=O)c1ccc([N+](=O)[O-])o1)NCc1ccccc1	-12

# Following part
SMILES,WRN helicase inh,HT1080 IDH1KD tx,SW480 rerep,MCF10A rereplic,HT1080-NT tox,KB-V1 MDR tox,ATXN2 expr inh,IL-1B inflam inh,KB-3-1 tox
NC(=O)N1OCC2COc3ccc4ccccc4c3C21 (stereo unspecified),7%,-1%,-8%,-10%,-11%,8%,-5%,18,-1%
COCCn1c(SCC(=O)NC(=O)Cc2ccccc2)nc2ccccc2c1=O,3%,3%,-4%,-8%,-2%,?,-2%,9,-1%
O=C(CSc1nnc(-c2ccco2)o1)N1CCOCC1,-8%,3%,?,24%,3%,11%,3%,22,7%
COc1cccc(S(=O)(=O)NCc2ccc(C(=O)Nc3ccc(Cl)c(Cl)c3)cc2)c1,-4%,-20%,0%,?,-12%,-6%,-11%,-19,?
COc1ccc(-n2nc(C(=O)NCC(=O)N3CCN(c4ccccc4)CC3)c3ccccc3c2=O)c(OC)c1,-8%,2%,0%,-5%,5%,9%,40%[activator],-1,7%
O=C(NCc1cccnc1)c1cc(C2CCCN(C(=O)c3cccc(O)c3)C2)on1 (stereo unspecified),2%,24%,nt,nt,1%,10%,9%,48,?
Cc1nonc1C(=O)N1CCCC(N2CCN(c3ccc(F)cc3)CC2)C1 (stereo unspecified),-16%,10%,0%,-2%,0%,-19%,-3%,1,10%
Cc1cccn2cc(-c3cccc(S(=O)(=O)N4CCOCC4)c3)nc12,-33%,7%,-2%,-2%,5%,nt,4%,-4,nt
O=C(O)Cc1ccc(NC(=O)c2ccc(NC(=O)C3CC3)cc2)cc1,-10%,-23%,18%,7%,-6%,0%,7%,-4,1%
CN(C)c1ccnc(Nc2ccc(F)cc2)c1C#N,9%,8%,-5%,-4%,8%,4%,-5%,-11,8%
CC1(C(=O)NC2CCN(Cc3ccccc3)CC2)CCN1Cc1ccc(OC(F)(F)F)cc1 (stereo unspecified),-2%,-24%,nt,nt,?,?,0%,-7,-8%
Cc1ccc(C2=NN(C(=O)c3ccco3)C(O)(C(F)(F)F)C2)cc1 (stereo unspecified),-4%,-11%,-8%,12%,2%,-7%,4%[11.3 µM],-66*,?
Cc1ccc(-n2c(O)c(C=NCc3ccccn3)c3ccccc3c2=O)cc1C,-9%,?,?,18%,-26%,-8%,nt,-67*,-7%
CC[C@]12c3[nH]c4ccc(OC)cc4c3CCN1C(=O)C(CC(=O)NCCCn1ccnc1)C[C@@H]2C(=O)N1CCN(C(=O)c2ccco2)CC1 (stereo partly specified),5%,15%,-9%,-4%,14%,-4%,0%,-6,5%
CCOc1ccc(OCc2nnc(SCC(=O)NC3CCS(=O)(=O)C3)n2-c2ccc(Cl)cc2)cc1 (stereo unspecified),-2%,-5%,-2%,1%,2%,0%,-5%,16,25%
CCc1ccc(CN2C(=O)c3ccccc3C2C(=O)NC(C)CC)cc1 (stereo unspecified),-4%,11%,-3%,9%,0%,-20%,-7%,12,0%
CC(C)[C@H](NC(=O)OC(C)(C)C)c1cc(C(=O)N(C)CCN(C)C)c(N)s1,4%,9%,nt,nt,12%,-10%,nt,-13,21%
O=C1CC(N(O)c2ccccc2)C(=O)N1Cc1ccccc1 (stereo unspecified),1%,1%,-4%,-3%,-1%,-21%,2%,-1,14%

# Source: PubChem BioAssay (National Center for Advancing Translational Sciences (NCATS))
